# hcGAS lum: blocks human cGAS activity; Q8N884; inhibition, % at 12.5 µM; recombinant h-cGAS, ATP depletion, Kinase-Glo luminescence; hit rate 0.081% among 290,000; in the data active = inhibition above about 40%;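 note: 0% = vehicle reaction and 100% = reaction without DNA for no activity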
# The depositor's hits bear a star. Not all compounds are listed, so the mix of outcomes need not match the whole.
SMILES,hcGAS lum
CN1CCCN=C1/C=C/c1cccc(O)c1,1
COc1cc(C(=O)NCCCCCC(=O)O)cc(OC)c1OC,-2
